# Bioassay records from PubChem BioAssay.
# TAAR1 antagonist: antagonists of human TAAR1 | Q96RJ0 | CHO RD-HGA16 TAAR1, Fluo-8 calcium fluorescence, antagonist | inhibition, % at 3 µM | AID 624466 | 360,000 tested, 1.5% active;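 active means inhibition above a per-plate cutoff, the mean inhibition of test compounds on that plate plus 3 SD, cut at about 49% in these data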;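 further: 0% = DMSO plus EC80 beta-PEA response and 100% = DMSO alone without agonist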
# Target sequence (Q96RJ0 whole entry, looked up): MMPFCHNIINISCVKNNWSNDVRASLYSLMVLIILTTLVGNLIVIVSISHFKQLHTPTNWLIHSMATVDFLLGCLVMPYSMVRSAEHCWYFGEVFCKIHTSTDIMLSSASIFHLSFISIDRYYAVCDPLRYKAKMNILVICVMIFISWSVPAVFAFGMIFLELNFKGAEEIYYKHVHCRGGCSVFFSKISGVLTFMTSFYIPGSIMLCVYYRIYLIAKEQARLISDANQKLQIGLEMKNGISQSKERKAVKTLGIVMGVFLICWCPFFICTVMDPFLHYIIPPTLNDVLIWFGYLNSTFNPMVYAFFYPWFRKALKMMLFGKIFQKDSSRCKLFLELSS
#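 test system = CHO RD-HGA16 cells bearing hTAAR1 | replication = singlicate | controls = DMSO-only wells and EC80 β-PEA-stimulated wells | reagent = EC80 β-phenethylamine stimulus | read-out basis = percent inhibition of PEA-evoked calcium signal, max/basal emission ratio | schedule = seeding 17-24 h prior, 75-min 37 °C, 30-min RT dye loading | signal = kinetic Fluo-8 calcium fluorescence measurement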
# CHO-K1 Ca ag: counter-screen for M1 agonists: effect in parental CHO-K1 cells | Fluo-8 calcium fluorescence; scaled to maximal ATP response, vehicle zero | activation, % at 3 µM | 360,000 tested, 0.48% active | AID 602248; in the data active means activation above about 15%;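 further: untransfected CHO-K1 host cells lacking M1 receptor as counterscreen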
# OXTR agonist: activates the human oxytocin receptor; 320,000 tested, 0.32% active; activation, % at 3 µM; P30559; CHO-OTR cells, Fluo-8 calcium fluorescence; normalized: DMSO 0%, oxytocin 100%;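 active means activation above the mean of all tested compounds plus 3 SD, cutoff set per screening run, cut at about 20% in these data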;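 further: peak over basal fluorescence ratio from a 100 s FLIPR kinetic read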
# GPR7 antagonist: antagonists of human GPR7 (neuropeptides B/W receptor 1); P48145; GPR7-expressing cells, fluorescence antagonist assay; inhibition, % at 4.4 µM; 290,000 tested, 1.1% active; in the data active means inhibition above about 16%, passing the limit was not always enough;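 further: cells stimulated with the agonist NPW; 0% = agonist with vehicle and 100% = vehicle without agonist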
# Target sequence (P48145 whole entry, looked up): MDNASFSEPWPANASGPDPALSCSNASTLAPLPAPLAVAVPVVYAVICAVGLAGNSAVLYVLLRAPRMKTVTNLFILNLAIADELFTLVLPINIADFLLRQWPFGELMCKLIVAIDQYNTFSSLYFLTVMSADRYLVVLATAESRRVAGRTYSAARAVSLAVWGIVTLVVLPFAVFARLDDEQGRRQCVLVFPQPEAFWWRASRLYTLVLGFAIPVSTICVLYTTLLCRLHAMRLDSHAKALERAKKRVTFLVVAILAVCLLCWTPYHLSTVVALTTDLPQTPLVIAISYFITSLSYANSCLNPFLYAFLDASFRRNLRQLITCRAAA
# OXTR potentiate: potentiates the human oxytocin receptor response; P30559; CHO-OTR cells, Fluo-8 calcium fluorescence, potentiator mode; 0% = oxytocin EC15, 100% = EC100; activation, % at 3 µM; 320,000 tested, 0.061% active;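 active means activation above that plate's cutoff, the mean activation of tested compounds plus 3 SD, cut at about 6.6% in these data, passing the limit was not always enough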;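 further: 100% uses oxytocin at 75 nM as the full agonist control; some results filed as inactive read as strong as hits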
#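 System: human OTR in CHO cells; Also added: sub-maximal oxytocin, roughly EC15; Timing: compound 6 min at room temperature before oxytocin, 100 s read; Technique: Fluo-8 intracellular calcium fluorescence, ex 470-495, em 515-575 nm; Controls: oxytocin EC15 low and EC100 high; Replication: singlicate.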
# CHO-K1 Ca antag: counter-screen for M1 antagonists: effect in parental CHO-K1 cells; ATP-induced calcium, Fluo-8 fluorescence; inhibition, % at 3 µM; 360,000 tested, 0.6% active;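 active means inhibition above a per-plate cutoff, the plate's mean sample inhibition plus 3 SD, cut at about 24% in these data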;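 further: 0% = DMSO plus EC80 ATP and 100% = DMSO alone without ATP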
# CHO-K1 Ca PAM: nonselective activator or artifact in parental CHO-K1 calcium assay | ATP EC20, Fluo-8 calcium fluorescence; 0% at ATP EC20, 100% at ATP max | activation, % at 3 µM | 360,000 tested, 0.02% active;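 active means activation above the run cutoff, the mean activation of all test compounds plus 3 SD, cut at about 40% in these data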;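 further: peak over basal fluorescence ratio in a 140 s read after ATP addition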
# CHO parental Ca: counter-screen for OX1R antagonists: effect in parental CHO cells; parental CHO-K1, ATP-induced calcium, Fluo-8 fluorescence; inhibition, % at 5.6 µM; 330,000 tested, 0.63% active; AID 463079;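 active means inhibition above that plate's mean sample inhibition plus 3 SD, cut at about 26% in these data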;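 further: 0% = ATP-challenged DMSO wells and 100% = DMSO wells without ATP; some compounds past the cut are filed as inactive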
#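 Test system: parental CHO cells; detection: calcium-sensitive Fluo-8 fluorescence; evaluation: percent inhibition of calcium signal; also added: ATP as calcium-mobilizing challenge; repeats: one well per compound; control set: ATP-challenged DMSO wells low, unchallenged DMSO wells high; compound: single nominal dose of 5.6 µM per compound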
# V1aR counter: activates human V1a receptor in oxytocin agonist counter-screen. 320,000 tested, 0.25% active. activation, % at 3 µM. P37288. CHO-V1R cells, Fluo-8 calcium fluorescence, agonist mode; 0% DMSO, 100% 3 nM vasopressin;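 active means activation above the mean activation of all tested compounds plus 3 SD, per screening run, cut at about 20% in these data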;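 further: signal is peak over basal fluorescence ratio across a 100 second FLIPR read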
# Target sequence (P37288 whole entry, looked up): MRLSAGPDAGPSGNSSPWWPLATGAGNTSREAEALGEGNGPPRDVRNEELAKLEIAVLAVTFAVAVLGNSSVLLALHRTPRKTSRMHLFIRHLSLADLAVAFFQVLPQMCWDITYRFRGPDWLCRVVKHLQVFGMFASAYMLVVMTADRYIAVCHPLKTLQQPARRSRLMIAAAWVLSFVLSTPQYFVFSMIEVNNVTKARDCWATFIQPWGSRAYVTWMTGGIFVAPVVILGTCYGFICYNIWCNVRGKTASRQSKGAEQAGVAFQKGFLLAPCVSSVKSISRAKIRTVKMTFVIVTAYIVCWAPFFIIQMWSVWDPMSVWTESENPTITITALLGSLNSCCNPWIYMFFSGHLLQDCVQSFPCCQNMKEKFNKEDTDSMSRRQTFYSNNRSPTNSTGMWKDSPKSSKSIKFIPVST
# The depositor's hits bear a star; x = not tested or not shown.
cpd	SMILES	CHO-K1 Ca ag	CHO-K1 Ca PAM	TAAR1 antagonist	OXTR potentiate	GPR7 antagonist	CHO parental Ca	OXTR agonist	CHO-K1 Ca antag	V1aR counter
1	COC(=O)CCC(=O)Nc1sc2c(c1C#N)CCCC2	0.3	12	-1	-11	9	-19	1.1	-8	0.6
2	COc1cc(S(=O)(=O)N2CCOCC2)ccc1NC(=O)COC(=O)CC12CC3CC(CC(C3)C1)C2	0.8	9	3	1	-11	-4	0.1	4	0.1
3	Cc1c(Cl)cccc1NC(=O)CNC(=O)c1ccc(F)cc1	0.0	16	-19	-11	-7	-9	0.1	-7	0.6
4	O=C(Nc1nnc([C@@H]2C[C@H](O)[C@@H](CO)O2)s1)c1ccccc1Cl	0.6	13	-15	x	x	x	x	-10	x
5	Cc1cccc(/C=N/NC(=O)C[n+]2ccccc2)c1	2.4	21	5	x	x	x	x	-8	x
6	CC(C)[C@H](NC(=O)c1ccc(F)cc1)C(=O)OCC(=O)NC(=O)c1cccn1C	1.0	3	2	-3	9	-18	-0.3	-1	1.5
7	COc1cc(OC)cc(-c2nc3ccccc3s2)c1	-1.1	-6	-8	-8	8	-28	-2.2	7	-1.1
8	Cc1ccc(NC(=O)N2CCC(C(=O)NCc3ccc(F)cc3)CC2)cc1	0.1	3	-17	0	-6	-2	-1.1	5	-0.8
9	Cc1cc(Cn2nnnc2-c2ccncc2)cc(C)c1O	0.8	-10	-2	2	15	-7	2.7	9	2.5
10	Cc1ccc(/C=C/C(=O)c2cc(Br)ccc2OC(=O)c2ccco2)cc1	0.1	8	10	-13	10	-30	-0.3	-12	0.2
11	COc1ccc(NC(=O)c2cc(S(=O)(=O)Nc3ccc(OC)cc3)cs2)cc1	9.3	10	11	-6	5	-5	5.3	-8	5.7
12	C=CCn1c(SCC(=O)c2cc(C)n(CC3CCCO3)c2C)nnc1-c1ccccc1 (stereo unspecified)	0.4	9	-4	-8	-11	-22	-1.8	-5	-0.4
13	CC(=O)N1CCCN(C(=O)c2ccc3nc(Cc4cccc(Cl)c4)oc3c2)CC1	0.4	8	-11	-9	-8	-10	-0.4	-12	0.0
14	C=CCc1c(OC(C)=O)c2ccccc2n(C)c1=O	0.6	20	-9	-6	-3	-7	0.6	-3	0.4
15	Cc1ccc(Cn2ncc(C)c2N)o1	-0.2	15	-3	2	-8	2	0.7	-16	-0.4
16	CCOc1ccc(S(=O)(=O)Nc2cc(S(=O)(=O)N3CCOCC3)ccc2OC)cc1	0.8	24	16	4	x	-12	0.9	18	0.6
17	O=C(Nc1ccc(-c2cn3c(n2)SCC3)cc1)c1ccc2ccccc2n1	5.8	-10	40	-20	-16	-4	-0.2	-1	-0.2
18	O=[N+]([O-])c1ccccc1S(=O)(=O)N1CCCC(C(F)(F)F)C1 (stereo unspecified)	0.1	10	-8	-3	-1	5	-1.0	8	0.4
19	COc1ccc(S(=O)(=O)CCC(=O)N2CCN(c3ccccc3F)CC2)cc1	0.3	2	-16	-3	0	-10	-0.2	2	3.3
20	Cn1cc(/C=C(\NC(=O)c2ccccc2Cl)C(=O)N2CCOCC2)c2ccccc21	0.8	5	-15	0	1	-14	0.8	-4	2.0
21	COc1ccc(-c2ccc3sc4ccccc4c(=O)c3c2)cn1	-0.1	-20	8	1	x	-10	0.0	-1	0.6
22	O=C(CNC(=O)C1CCCCC1)OCC(=O)c1ccc(Cl)s1	0.2	12	-5	-4	6	9	-1.3	3	-0.2
23	O=C1OC(Sc2ccccc2)(c2ccccc2)c2ccccc21 (stereo unspecified)	-0.1	0	21	x	x	x	x	3	x
24	O=C(O)c1nn(-c2ccc(F)cc2)ccc1=O	1.7	-2	-8	-11	-10	-6	1.6	-9	1.8
25	O=C(CSc1nc2ccc(Nc3nc(N4CCOCC4)nc(N4CCOCC4)n3)cc2s1)NCc1ccco1	1.3	8	14	-6	-6	-12	-2.6	10	-0.4
26	CCNC(=O)c1sc(-c2ccccc2)nc1C	6.4	16	8	-14	-13	-3	-0.5	0	0.6
27	Cc1cc2c(OCC(O)CN3CCCC3)cccc2[nH]1 (stereo unspecified)	-0.5	-2	9	-25	-6	-8	1.4	0	1.0
28	C[C@H](CO)N1C[C@H](C)[C@@H](CN(C)S(=O)(=O)c2ccc(F)cc2)Oc2c(NC(=O)NC3CCCCC3)cccc2C1=O	0.1	0	12	-3	x	-13	0.8	-8	-1.4
29	Cc1cccc(C)c1NC(=O)COc1cccc(/C=N/NC(=O)C(=O)NCc2ccccc2)c1	0.2	9	16	-1	-8	-8	-1.1	-5	0.6
30	Cc1cccc(N2C(=O)CC(Cn3nc(C)cc3C)C2=O)c1 (stereo unspecified)	0.8	20	-11	-10	-18	0	0.1	-8	-1.1
31	O=C(N/N=C/c1ccc2c(c1)OCO2)c1cc(-c2ccccc2)nc2ccccc12	0.5	25	11	-4	-10	-30	-1.0	-4	0.2
32	COc1ccc(NC(=O)c2cnc(SCC(=O)NCCc3ccccc3)n(C)c2=O)cc1	1.7	-3	-31	-5	x	-4	-0.7	7	-0.6
33	CC/C(=N\NC(=O)c1ccncc1)C12CC3CC(CC(C3)C1)C2	-0.3	7	6	-6	-7	6	-0.4	2	0.1
34	COc1ccccc1NC(=O)C(=O)N/N=C/c1ccc([N+](=O)[O-])s1	0.0	-9	-7	x	-5	x	x	10	x
35	O=C(Cc1cc(=O)[nH][nH]1)N/N=C/c1ccccc1Cl	x	x	1	-1	-4	-6	-0.3	x	0.5
36	COc1ccc(C2CC(c3cccs3)=NN2S(=O)(=O)c2ccc(C)cc2)cc1 (stereo unspecified)	0.7	7	13	-7	0	6	5.3	-6	1.1
37	CCCc1nc2ccc(Br)cn2c1Cc1cccc(Cl)c1	-0.1	22	15	x	x	x	x	-26	x
38	O=[N+]([O-])c1ccc(-c2csc(N3CCCCCC3)n2)cc1	9.7	17	10	-11	-6	-4	-2.1	1	0.6
39	CC1(C)CC2CC(C)(CN2C(=S)Nc2ccccc2)C1 (stereo unspecified)	16*	22	-29	-4	-5	-10	-0.8	-12	13
40	CCNC(=O)c1ccc(-n2nc(C(F)(F)F)c3c2CCCC3)cc1	3.2	5	3	-5	1	-10	2.0	-11	4.0
41	CN(CC(=O)N1CCCCCC1)S(=O)(=O)c1ccc(F)cc1	0.8	8	-6	-6	5	-23	-0.2	3	1.5
42	O=C(c1cc2nc(C3CC3)cc(C(F)F)n2n1)N1CCOCC1	1.0	17	1	-8	-10	-2	0.3	-1	-0.8
43	CC(C)CC(=O)N1CCN(Cc2ccccc2[N+](=O)[O-])CC1	2.2	23	-11	-3	0	-4	0.7	-13	0.4
44	Cn1ccnc1C1CCCCN1Cc1nc(-c2ccc3c(c2)OCO3)no1 (stereo unspecified)	0.2	-7	0	-11	49*	-9	-0.4	7	0.6
45	CC1(C(=O)NS(=O)(=O)Cc2cccc(Cl)c2)CCN1C(=O)CCc1ccccc1 (stereo unspecified)	-0.2	2	-12	x	x	x	x	9	x
46	COc1ccc(/C=N/NS(=O)(=O)c2ccc(NC(C)=O)cc2)cc1	0.5	3	-11	-1	-4	-9	1.9	-11	0.1
47	COc1ccc(C2CC(c3ccccc3Cl)=NN2c2ccc(S(N)(=O)=O)cc2)cc1 (stereo unspecified)	0.1	8	8	x	x	-18	x	-19	x
48	Cc1cc(C)c2c(c1)C1(OCCO1)C(=O)N2	1.5	-1	-8	-11	20	-2	-1.9	-6	-0.6
49	C#CCOCCOCCOCCNc1nc(N2CCN(C(=O)Cn3cc(CCO)nn3)CC2)nc(N2CCN(C(=O)Cn3cc(CCCCN)nn3)CC2)n1	0.5	6	-4	x	x	x	x	-13	x
50	CCOc1cc(NC(=S)NCC2CCCO2)c(OCC)cc1NC(=O)CC (stereo unspecified)	0.1	9	-10	-2	0	-7	0.9	-12	0.0

# Ordered by value in GPR7 antagonist (lowest first): three from the list above.
no.	canonical_smiles	OXTR potentiate	GPR7 antagonist
31	O=C(N/N=C/c1ccc2c(c1)OCO2)c1cc(-c2ccccc2)nc2ccccc12	-4	-10
14	C=CCc1c(OC(C)=O)c2ccccc2n(C)c1=O	-6	-3
40	CCNC(=O)c1ccc(-n2nc(C(F)(F)F)c3c2CCCC3)cc1	-5	1

# Other results:
cpd	SMILES	CHO-K1 Ca ag	CHO-K1 Ca PAM	TAAR1 antagonist	OXTR potentiate	GPR7 antagonist	CHO parental Ca	OXTR agonist	CHO-K1 Ca antag	V1aR counter
51	COCCN(C(=O)c1csnn1)C(C(=O)NC1CCCCC1)c1ccccc1F (stereo unspecified)	1.0	8	-4	-3	3	-16	0.0	-13	-1.0
52	Cc1ccc(C(=O)c2c(NC(=O)c3ccccc3)sc(C)c2C)cc1	0.9	24	-7	-3	-11	-23	-1.1	-10	-1.0
53	O=C(NCCc1c[nH]c2ccccc12)C(=O)NCC1OCCN1S(=O)(=O)c1ccccc1 (stereo unspecified)	3.3	22	16	-6	16	-7	2.5	-3	3.0
54	CC1CCC(NC(=O)COC(=O)CNC(=O)c2ccc3ccccc3c2)CC1 (stereo unspecified)	2.1	2	-27	-8	x	-21	-0.7	-13	2.6
55	CCOC(=O)C(Sc1ncn[nH]1)c1ccccc1 (stereo unspecified)	0.3	19	-9	4	-18	-1	0.0	-6	-0.5
56	Cc1nc(NC(=O)COc2ccccc2)sc1C(=O)Nc1cccc(Cl)c1	1.3	6	31	-3	-15	-14	-0.3	-4	0.3
57	CCOc1ccc(/C(CC)=N/NC(=O)C2(C)CC2(Br)Br)cc1 (stereo unspecified)	0.6	17	17	-6	-13	-13	-1.3	-10	0.7
58	O=C(c1cc(-c2ccc(Br)cc2)on1)N1CCOCC1	6.7	17	-1	-4	-10	-9	3.3	1	7.2
59	COc1ccc(CCNC(=O)CCS(=O)(=O)c2ccc(C)cc2)cc1OC	-0.7	14	1	0	11	-22	0.0	-6	-0.7
60	COc1ccc(CN2CC(C(=O)NCCCOC(C)C)CC2=O)cc1 (stereo unspecified)	0.3	7	0	3	11	0	0.8	-13	-0.3
61	CC(C)NC(=O)C(=O)N/N=C/c1ccco1	0.3	2	-22	-8	-10	11	0.2	-3	1.0
62	O=c1c2oc3ccccc3c2[nH]c(=S)n1-c1ccc(F)cc1	0.9	-6	-10	-2	-4	0	0.3	-6	0.1
63	COc1ccc(CC(=O)Nc2nc(C)cs2)cc1S(=O)(=O)N1CCOCC1	0.5	8	-4	1	x	-7	1.5	-15	0.3
64	Cc1cc(O)ccc1NC(=S)NC(=O)c1cncc(Br)c1	3.2	24	9	-7	-4	-7	0.6	-9	2.7
65	NS(=O)(=O)c1ccc(NC(=O)Cc2cccs2)cc1	5.2	10	0	x	-7	x	x	2	x
66	O=C1N/C(=N/c2ccccn2)SC1Cc1ccccc1 (stereo unspecified)	0.2	-1	6	-6	-11	-31	0.2	-11	-0.1
